High-throughput results (PubChem BioAssay)
NCI-60 one-dose screen, 48 h, at 10 µM unless noted. Numbers give growth in % (100 = growth as untreated, 0 = no growth, -100 = all killed).
NCI-H522: NCI-H522 lung cancer | 78,000 tested, 8% active
CAKI-1: CAKI-1 renal cancer. 75,000 tested, 4.7% active. AID 1794772
RXF 393: RXF 393 renal cancer cells | 77,000 tested, 6.9% active | AID 1794773
NCI-H460: NCI-H460 lung cancer | 82,000 tested, 6.8% active
ACHN: ACHN renal cancer | 81,000 tested, 4.9% active
UO-31: UO-31 renal cancer. AID 1794768. 81,000 tested, 5.2% active
TK-10: TK-10 renal cancer cells | 81,000 tested, 3.9% active | AID 1794769
NCI-H322M: NCI-H322M lung cancer; 80,000 tested, 2.7% active
786-0: 786-0 renal cancer cells. 81,000 tested, 5.1% active. AID 1794775
* marks the source's active call; other numbers are inactive results; / = no result given. The calls were made as follows: active = growth percent below 10; inactive = the rest.

SMILES	NCI-H522	CAKI-1	RXF 393	NCI-H460	ACHN	UO-31	TK-10	NCI-H322M	786-0
O=C(O)c1cc([N+](=O)[O-])ccc1-c1ccc([N+](=O)[O-])cc1C(=O)O	95	96	109	102	108	89	111	/	107
O=C(O)/C=C/C(=O)Nc1cccc2cccnc12	115	78	109	109	98	88	105	92	109
Nc1nc2c(N=Nc3ccccc3)c(N)nn2cc1-c1nc2ccccc2s1	93	98	105	109	104	90	113	92	102
COc1ccc(-c2c(-c3nc4ccccc4s3)c(N)nc3c(C#N)c(Nc4ccccc4)nn23)cc1	88	74	106	104	89	72	112	91	100
Cc1ccc2nc(-c3ccc(-c4nnc(SCC(=O)Nc5ccc(C(=O)/C=C/c6ccccc6)cc5)o4)cc3)[nH]c2c1	95	106	112	123	110	85	112	100	105
O=C(O)c1ccc2c3c(ccc(C(=O)O)c13)CC2	93	95	100	115	91	85	116	/	105
Cc1ccc2c(c1)c(=O)n(-c1ccccc1)c1nnc(C)n21	98	97	100	105	102	97	105	/	100
N/C(=N\S(=O)(=O)c1cccc(C(F)(F)F)c1)Nc1nc2ccccc2[nH]1	77	84	85	100	92	63	86	89	94
Cc1nn(-c2ccccc2)cc1/C=C(\C#N)C(=O)Nc1sc2c(c1C#N)CCC2	102	96	81	100	99	97	114	102	102
Nc1ccc2c(c1)Cc1cc(N)c(Br)cc1-2	97	87	111	97	87	77	138	113	120
CC(=O)c1ccc(Nc2nccc(-c3ccc4ccccc4c3)n2)cc1	46	104	85	98	99	86	87	98	97
O=C(O)c1cc(O)c(O)c(OC(=O)c2cc(O)c(O)c(O)c2)c1	77	/	104	107	97	87	107	95	109
COC(=O)/C=C/Nc1ccccc1	103	90	113	105	98	81	124	103	99
COc1ccc2nc(NC(=O)c3ccc(N(C)C)cc3)sc2c1	68	80	110	66	78	47	115	65	85
CSc1nc(N)c2c(n1)NC(c1ccc3c(c1)OCO3)CC(c1ccc(Cl)cc1)=N2 (stereo not drawn)	77	69	99	79	90	59	121	96	75
Cc1ccc(S(=O)(=O)c2nc(-c3ccccc3)oc2Sc2nc3ccccc3[nH]2)cc1	60	76	68	87	81	60	80	82	68
O=C(NCCc1ccccn1)OCc1ccc2c(Cl)cc(Cl)c(O)c2n1	89	58	83	78	53	36	113	62	93
N#CC1C=Cc2c(ccc3ccccc23)N1C(=O)c1ccccc1 (stereo not drawn)	9.3*	21	5.2*	1.4*	43	38	53	23	34
Cc1cc(C)cc(OC(=O)c2ccccc2)c1	102	94	126	105	100	91	119	121	107
CC/C(=C(/c1ccc(O)cc1)c1ccc(OCCN2CCOCC2)cc1)c1ccc(Cl)cc1	89	101	102	96	97	88	104	91	100
Cc1[nH]c(-c2nc3ccccc3[nH]2)c(C)c1C(=O)N1CCCC1	91	94	102	88	106	82	110	98	100
COc1c2occc2c(OC)c2c(=O)c(C3=NNC(c4ccc(F)cc4)C3)c(C)oc12 (stereo not drawn)	93	91	97	101	86	88	121	86	102
O/N=C1\c2ccccc2-c2ccc(O)cc21	96	101	105	108	92	84	101	/	102
O=C(Nc1ccc(N=Cc2ccccc2O)cc1)NC1C=c2ccccc2=CC1 (stereo not drawn)	93	/	108	108	102	82	111	99	98
O=C1C(=O)N(CN2CCN(c3cc(=O)n(-c4ccccc4)c4ccccc34)CC2)c2ccccc21	/	76	61	107	95	55	78	110	99

Carrying on.
SMILES	NCI-H522	CAKI-1	RXF 393	NCI-H460	ACHN	UO-31	TK-10	NCI-H322M	786-0
Cc1cc(C)n(-c2ccc([N+](=O)[O-])cc2[N+](=O)[O-])n1	81	98	/	100	100	70	110	98	102
CC(C)(C)n1cc(-c2ccnc(NCCCNS(=O)(=O)c3ccc(Br)cc3)c2)c(-c2cccc(O)c2)n1	13	37	21	-21*	33	39	90	31	-2.1*
COc1ccc(C(=O)C(=O)c2ccccc2)cc1	97	100	93	104	101	95	108	94	103
O=C1C[C@H](N2C(=O)c3ccccc3S2(=O)=O)C2CO[C@@H]1O2	-46*	-80*	87	103	78	64	92	103	97
Cc1c2ccccc2nc(CSCc2ccccc2)[n+]1[O-]	112	92	104	107	98	90	103	103	102
NC(=O)NS(=O)(=O)c1ccc(N2N=C(C(F)(F)F)CC2c2cc(C(F)(F)F)cc(C(F)(F)F)c2)cc1 (stereo not drawn)	38	79	12	81	81	50	86	88	95
CC1=NN(c2nc(-c3ccc(F)cc3)c(C#N)c(N3CCOCC3)n2)C(=O)C1	48	/	92	101	77	85	85	96	57
BrCc1c(-c2ccc(Br)cc2)oc(-c2ccc(Br)cc2)c1Br	103	90	115	97	97	95	141	/	104
O=P(O)(O)C(O)(Cc1cccnc1)P(=O)(O)O	/	94	101	111	100	85	144	107	108
Nc1nc(O)c(Br)c(=O)[nH]1	97	64	97	113	93	90	92	93	112
Nc1nnc(-c2ccccn2)c(-c2c[nH]c3ccc(F)cc23)n1	89	80	110	107	88	80	135	97	98
CCOC(=O)c1c(C)nc2ccccc2c1/C=C/c1cccc(C)c1	71	87	106	107	86	74	106	94	89
S=C1NCCN1c1ccc(Cl)cc1	105	94	100	104	101	96	105	97	98
O=S(=O)(NCCNc1cc(-c2cn(-c3ccccc3)nc2-c2cccc(O)c2)ccn1)c1ccc(Cl)cc1	32	41	38	26	28	23	51	57	12
CCSc1ccc(/C=C2\NC(=O)NC2=O)cc1	86	89	96	111	89	79	106	116	79
Cc1nn(-c2ccccc2)c2c1C(c1cc3c(cc1[N+](=O)[O-])OCO3)C(C#N)=C(N)O2 (stereo not drawn)	94	87	112	104	103	84	129	100	100
N#Cc1c(-c2ccccc2)[nH]c2ncc(-c3ccc(F)cc3)n2c1=O	83	69	94	92	86	61	118	94	92
O=C(Nc1ccc(-n2cnc3cc(-c4ccc(O)cc4)ccc32)cc1)C1CC1	80	87	123	100	96	78	119	93	110
COc1ccc(/C=C(/C(=O)N2CCCC2)c2cc(OC)c(OC)c(OC)c2)cc1	26	/	5.9*	14	54	45	71	46	35
COc1ccc(/C=N/Nc2nc(Nc3ccccc3)nc(Nc3ccc(S(N)(=O)=O)cc3)n2)cc1	83	76	23	55	75	78	107	85	74
O=C(NCC1CC1)NC(=O)c1ccccc1F	/	87	94	103	105	101	100	/	103
Cc1cnc(N=Nc2ccccc2)[nH]1	80	97	99	107	91	86	103	92	99
O=[N+]([O-])c1cccc(-c2nc3sccn3c2-c2ccnc(NCCNS(=O)(=O)c3ccc(F)cc3)n2)c1	60	61	80	65	53	35	118	86	84
N#Cc1c(-c2ccccc2Cl)cc(-c2ccc3ccccc3c2)[nH]c1=O	85	25	-6.7*	-14*	9.1*	0.8*	-0.1*	28	-41*
CC1SC(c2ccc(Cl)cc2)N(NC(=O)c2[nH]c3ccc(F)cc3c2-c2ccccc2)C1=O (stereo not drawn)	71	64	76	51	60	56	95	80	80

Fetched by structure from the list above (seven):
SMILES	NCI-H522	CAKI-1	RXF 393	NCI-H460	ACHN	UO-31	TK-10	NCI-H322M	786-0
COc1ccc(/C=C(/C(=O)N2CCCC2)c2cc(OC)c(OC)c(OC)c2)cc1	26	/	5.9*	14	54	45	71	46	35
CCOC(=O)c1c(C)nc2ccccc2c1/C=C/c1cccc(C)c1	71	87	106	107	86	74	106	94	89
NC(=O)NS(=O)(=O)c1ccc(N2N=C(C(F)(F)F)CC2c2cc(C(F)(F)F)cc(C(F)(F)F)c2)cc1 (stereo not drawn)	38	79	12	81	81	50	86	88	95
Nc1ccc2c(c1)Cc1cc(N)c(Br)cc1-2	97	87	111	97	87	77	138	113	120
COc1c2occc2c(OC)c2c(=O)c(C3=NNC(c4ccc(F)cc4)C3)c(C)oc12 (stereo not drawn)	93	91	97	101	86	88	121	86	102
COc1ccc(C(=O)C(=O)c2ccccc2)cc1	97	100	93	104	101	95	108	94	103
N/C(=N\S(=O)(=O)c1cccc(C(F)(F)F)c1)Nc1nc2ccccc2[nH]1	77	84	85	100	92	63	86	89	94

Laid out differently: results already given
| Molecule | NCI-H522 | CAKI-1 | RXF 393 | NCI-H460 | ACHN | UO-31 | TK-10 | NCI-H322M | 786-0 |
| --- | --- | --- | --- | --- | --- | --- | --- | --- | --- |
| O=C(NCCc1ccccn1)OCc1ccc2c(Cl)cc(Cl)c(O)c2n1 | 89 | 58 | 83 | 78 | 53 | 36 | 113 | 62 | 93 |
| N#CC1C=Cc2c(ccc3ccccc23)N1C(=O)c1ccccc1 (stereo not drawn) | 9.3* | 21 | 5.2* | 1.4* | 43 | 38 | 53 | 23 | 34 |
| Cc1cc(C)cc(OC(=O)c2ccccc2)c1 | 102 | 94 | 126 | 105 | 100 | 91 | 119 | 121 | 107 |
| CC/C(=C(/c1ccc(O)cc1)c1ccc(OCCN2CCOCC2)cc1)c1ccc(Cl)cc1 | 89 | 101 | 102 | 96 | 97 | 88 | 104 | 91 | 100 |

More structures follow.
SMILES	NCI-H522	CAKI-1	RXF 393	NCI-H460	ACHN	UO-31	TK-10	NCI-H322M	786-0
COc1cc(-c2nc(C(=O)NCCC(=O)NO)nn2-c2ccc(Cl)cc2)cc(OC)c1OC	103	/	/	110	105	89	112	107	102
COc1cccc(-c2nc3sccn3c2-c2ccnc(NCCCNS(=O)(=O)c3ccc(F)cc3)n2)c1	14	31	55	40	22	12	66	65	44
CC/C(=C(/c1ccc(Cl)cc1)c1ccc(OCCN2CCCCCC2)cc1)c1ccccc1	90	85	73	56	103	62	102	107	85
CC(=O)Oc1cc(C(=O)N[C@@H](Cc2ccccc2)C(O)C(=O)NCc2ccccc2)cc(OC(C)=O)c1OC(C)=O (stereo partly drawn)	96	93	115	114	112	92	106	113	105
O=C(O)CC(=O)NC1c2ccccc2Oc2ccccc21	94	/	118	103	109	96	88	/	92
NC(N)=NS(=O)(=O)c1ccc(N=C2C(=O)Nc3ccccc32)cc1	118	80	124	107	101	81	96	88	114
CN(C)CC[C@H](c1ccc(Cl)cc1)c1ccccn1	97	97	103	109	95	75	/	89	95
CS(=O)(=O)CC(=N\O)/C(CS(C)(=O)=O)=N/O	95	95	128	116	109	89	101	114	100
COc1ccc(-n2c(-c3ccccc3)c(-c3ccccc3)c3c(SCC(=O)n4nc(C)cc4C)ncnc32)cc1	71	82	91	90	95	74	108	95	89
O=C(COc1cccc(/C=C2\Cc3ccccc3C2=O)c1)Nc1nc2ccccc2s1	101	89	112	106	89	91	149	107	101
CCOC(=O)c1c(C)oc2ncnc(N3CCN(CC(=O)Nc4ccccc4)CC3)c12	91	85	113	108	100	77	109	101	100
Nc1ccc(C(=O)Nc2ccc(N=Nc3ccc(S(=O)(=O)O)cc3)cc2)cc1	81	/	109	/	99	84	107	107	99
CC(C)(C)C(=O)c1c2c(c3ccc4c5ccccc5ccc4n13)C(=O)c1ccccc1C2=O	92	85	105	56	79	68	118	97	109
CC1(O)CCCCC1O (stereo not drawn)	92	102	112	109	102	79	125	104	102
C[N+]1(CC(=O)c2ccccc2)CCc2ccccc2C1 (stereo not drawn)	63	102	121	107	110	87	96	100	104
Cc1nn(-c2ccccc2)c2nc(C)n(-c3ccc(Br)cc3)c(=O)c12	-14*	27	-16*	7.9*	45	34	53	51	43
CC1(C)COC(c2ccc(CC(Cc3ccc(C4(C(C)(C)C)OCC(C)(C)CO4)cc3)C(=O)O)cc2)(C(C)(C)C)OC1	26	/	61	27	25	34	43	40	37
Cn1c(=O)c(-c2ccc(Cl)cc2)cc2cnc(Nc3cccc(S(C)(=O)=O)c3)nc21	35	16	41	35	26	33	66	42	55
O=C(O)CNC(=O)Cc1cccc2ccccc12	111	102	106	108	105	92	/	110	97
O=C(c1cc2ccccc2c(=O)o1)c1cc2ccccc2c(=O)o1	100	87	105	101	104	89	109	94	100

Gathered by group: the compounds so far with a tert-butyl group (three)
SMILES	NCI-H522	CAKI-1	RXF 393	NCI-H460	ACHN	UO-31	TK-10	NCI-H322M	786-0
CC(C)(C)n1cc(-c2ccnc(NCCCNS(=O)(=O)c3ccc(Br)cc3)c2)c(-c2cccc(O)c2)n1	13	37	21	-21*	33	39	90	31	-2.1*
CC(C)(C)C(=O)c1c2c(c3ccc4c5ccccc5ccc4n13)C(=O)c1ccccc1C2=O	92	85	105	56	79	68	118	97	109
CC1(C)COC(c2ccc(CC(Cc3ccc(C4(C(C)(C)C)OCC(C)(C)CO4)cc3)C(=O)O)cc2)(C(C)(C)C)OC1	26	/	61	27	25	34	43	40	37
